TcdB GH inh – blocks C. difficile toxin B glycohydrolase activity; P18177; TcdB glycohydrolase enzymatic assay, plate reader; inhibition, % at 9.99 µM; 0.24% of 350,000 active; in the data active = inhibition above about 10%
* = called active by the depositor. Not all compounds are listed. The share of hits here may be higher or lower than overall.

SMILES	TcdB GH inh
Cc1cccc(C)c1NC(=O)C1(C)CN(S(C)(=O)=O)CC(=O)N1C1CC1 (configuration not stated)	1.3
CCCN1[C@@H]2c3ccc(-c4ccc(F)cc4)c(=O)n3C[C@@H]2[C@@H](CO)[C@@H]1C(=O)OC	0.4
C=CC[C@@H](OC(=O)Nc1ccc(SC)cc1)c1ccc(OCCO)cc1	-0.2
Cc1noc(C)c1NC(=O)Nc1ccc2c(c1)CC(=O)N([C@@H](C)CO)C[C@@H](C)[C@H](CN(C)C)O2	-1.2
C[C@H]1CN([C@@H](C)CO)C(=O)c2cc(/C=C/c3ccccc3)cnc2O[C@H]1CN(C)C(=O)c1cccnc1	0.6
CCCC(=O)N1C[C@@H]2[C@H](c3ccccc31)[C@H](CO)N2Cc1cocn1	0.1
COc1ccc(NC(=O)C(c2ccccc2)n2c(=O)c(-c3ccco3)nc3ccccc32)cc1 (configuration not stated)	0.8
O=C(Nc1ccccc1F)N1CCCCN2[C@H](C1)[C@@H](c1ccc(-c3cccnc3)cc1)[C@@H]2CO	0.1
N#C[C@@H]1[C@H](c2ccccc2-c2ccc(F)cc2)[C@H](CO)N1C(=O)Cc1ccccc1	0.2
COc1ccc(S(=O)(=O)Nc2cccc3c2O[C@@H](CN(C)C(=O)Nc2ccc4c(c2)OCO4)[C@H](C)CN([C@H](C)CO)C3=O)cc1	-0.6
O=C(C[C@H]1C=C[C@@H](NC(=O)c2cccnc2)[C@@H](CO)O1)NCc1ccncn1	-3.5
Cc1ccc(S(=O)(=O)N(C)C[C@H]2OCCCC[C@@H](C)Oc3ccc(NS(=O)(=O)c4ccccc4)cc3C(=O)N([C@@H](C)CO)C[C@@H]2C)cc1	-2.2
COc1cccc(S(=O)(=O)Nc2ccc3c(c2)[C@H]2C[C@@H](CC(=O)NCC(F)(F)F)O[C@@H](CO)[C@H]2O3)c1	-1.3
C[C@H]1CN([C@@H](C)CO)C(=O)c2cc(-c3ccc(F)cc3)cnc2O[C@H]1CN(C)S(C)(=O)=O	0.1
Cc1noc(C)c1S(=O)(=O)Nc1ccc2c(c1)C(=O)N([C@H](C)CO)C[C@@H](C)[C@@H](CN(C)S(=O)(=O)c1ccccc1)OCCCC[C@H](C)O2	0.5
COc1ccc(-c2cnc3c(c2)C(=O)N([C@H](C)CO)C[C@H](C)[C@H](CN(C)C(=O)C2CCOCC2)O3)cc1	0.2
COc1ccc2c3c([nH]c2c1)[C@H](CO)NCC31CN(C(=O)C2CC2)C1	0.7
C[C@@H]1CCCCO[C@H](CN(C)C(=O)C2CCCCC2)[C@H](C)CN([C@@H](C)CO)C(=O)c2cc(NC(=O)C3CCCCC3)ccc2O1	0.0
CO[C@@H]1CN(C)C(=O)c2cc(NC(=O)c3ccc4c(c3)OCO4)ccc2OC[C@H](C)N(CCC(F)(F)F)C[C@H]1C	1.3
C[C@@H]1CN([C@H](C)CO)C(=O)c2cccc(NS(=O)(=O)c3ccc(F)cc3)c2O[C@@H]1CN(C)Cc1ccncc1	-0.2
CNC[C@@H]1Oc2c(NS(=O)(=O)c3ccc(C)cc3)cccc2C(=O)N([C@@H](C)CO)C[C@H]1C	-0.4
Cc1ccc(S(=O)(=O)N(C)C[C@H]2Oc3ccc(NC(=O)Nc4c(C)noc4C)cc3CC(=O)N([C@H](C)CO)C[C@@H]2C)cc1	-1.4
COCC#Cc1ccc2c(c1)O[C@@H](CN(C)Cc1ccccc1F)[C@H](C)CN([C@H](C)CO)S2(=O)=O	0.1
C[C@@H]1CN([C@H](C)CO)C(=O)c2cc(NS(C)(=O)=O)ccc2O[C@@H](C)CCCCO[C@@H]1CN(C)Cc1ccccc1	-0.9
C[C@H]1CCCCO[C@@H](CN(C)C(=O)Cc2ccccc2)[C@@H](C)CN([C@@H](C)CO)C(=O)c2cc(NC(=O)c3ccccc3)ccc2O1	0.2
O=C(Nc1ccccc1F)N1C[C@H]2[C@@H](c3ccccc31)[C@@H](CO)N2C(=O)c1ccccn1	-3.4
CO[C@H]1CN(C)C(=O)c2cc(NC(=O)Nc3ccccc3F)ccc2OC[C@H](C)N(C)C[C@H]1C	-0.2
O=C(C[C@@H]1C=C[C@@H](NC(=O)c2cccc(F)c2)[C@@H](CO)O1)NCc1ccccc1	2.4
O=C(C1CCCC1)N1CC2(C1)[C@H](c1ccccc1)[C@@H](CO)N2C(=O)CC1CC1	0.1
COCC#Cc1ccc([C@H]2[C@H](CO)N3CCCCN(Cc4cncnc4)C[C@@H]23)cc1	0.7
COc1ccc(S(=O)(=O)Nc2ccc3c(c2)C(=O)N([C@@H](C)CO)C[C@@H](C)[C@@H](CN(C)S(C)(=O)=O)O3)cc1	-3.4
CNC[C@H]1Oc2cc(C#Cc3ccccn3)ccc2S(=O)(=O)N([C@H](C)CO)C[C@H]1C	-0.9
CC(=O)N1CC2(C1)[C@H](c1ccc(-c3ccc(C#N)cc3)cc1)[C@H](CO)N2C(C)=O	-0.1
CO[C@@H]1CN(C)C(=O)c2ccc(NS(C)(=O)=O)cc2OC[C@H](C)N(Cc2cncnc2)C[C@H]1C	-8.7
COc1ccc(C#Cc2ccc3c(c2)O[C@@H](CN(C)C(C)=O)[C@H](C)CN([C@H](C)CO)S3(=O)=O)cc1	0.9
Cc1[nH]nc2c1C(c1cccc(C(F)(F)F)c1)NC2=O (configuration not stated)	2.0
N#C[C@H]1[C@H](c2ccc(-c3cccc(F)c3)cc2)[C@H](CO)N1C(=O)NC1CCCC1	-1.7
CC(=O)Nc1ccc2c(c1)C(=O)N(C)[C@H]1CC[C@@H](CC(=O)NCc3ccc(F)cc3)O[C@H]1CO2	-0.2
CN1CCN(C(=O)C2=C[C@H](c3ccccc3)C[C@H](OCCCCO)O2)CC1	1.1
CC(C)NC(=O)N[C@H]1CC[C@@H](CCn2cc(-c3ccc(F)cc3)nn2)O[C@@H]1CO	0.2

Not a retest: an excerpt of the list.
SMILES	TcdB GH inh
C[C@H]1CCCCO[C@@H](CN(C)C(=O)Cc2ccccc2)[C@@H](C)CN([C@@H](C)CO)C(=O)c2cc(NC(=O)c3ccccc3)ccc2O1	0.2
O=C(Nc1ccccc1F)N1C[C@H]2[C@@H](c3ccccc31)[C@@H](CO)N2C(=O)c1ccccn1	-3.4
CO[C@H]1CN(C)C(=O)c2cc(NC(=O)Nc3ccccc3F)ccc2OC[C@H](C)N(C)C[C@H]1C	-0.2
O=C(C[C@@H]1C=C[C@@H](NC(=O)c2cccc(F)c2)[C@@H](CO)O1)NCc1ccccc1	2.4
O=C(C1CCCC1)N1CC2(C1)[C@H](c1ccccc1)[C@@H](CO)N2C(=O)CC1CC1	0.1
COCC#Cc1ccc([C@H]2[C@H](CO)N3CCCCN(Cc4cncnc4)C[C@@H]23)cc1	0.7
COc1ccc(S(=O)(=O)Nc2ccc3c(c2)C(=O)N([C@@H](C)CO)C[C@@H](C)[C@@H](CN(C)S(C)(=O)=O)O3)cc1	-3.4
CNC[C@H]1Oc2cc(C#Cc3ccccn3)ccc2S(=O)(=O)N([C@H](C)CO)C[C@H]1C	-0.9
CC(=O)N1CC2(C1)[C@H](c1ccc(-c3ccc(C#N)cc3)cc1)[C@H](CO)N2C(C)=O	-0.1
CO[C@@H]1CN(C)C(=O)c2ccc(NS(C)(=O)=O)cc2OC[C@H](C)N(Cc2cncnc2)C[C@H]1C	-8.7
COc1ccc(C#Cc2ccc3c(c2)O[C@@H](CN(C)C(C)=O)[C@H](C)CN([C@H](C)CO)S3(=O)=O)cc1	0.9
Cc1[nH]nc2c1C(c1cccc(C(F)(F)F)c1)NC2=O (configuration not stated)	2.0
N#C[C@H]1[C@H](c2ccc(-c3cccc(F)c3)cc2)[C@H](CO)N1C(=O)NC1CCCC1	-1.7

Continued.
SMILES	TcdB GH inh
O=C(C[C@H]1CC[C@@H]2[C@H](COC[C@H](O)CN2C(=O)c2ccc(F)cc2)O1)N1CCOCC1	-0.4
C[C@H]1CN([C@@H](C)CO)C(=O)c2cc(NC(=O)CCCN(C)C)ccc2O[C@H]1CN(C)Cc1ccc(-c2ccccc2)cc1	-0.7
Cc1noc(C)c1S(=O)(=O)N(C)C[C@H]1OCCCC[C@H](C)Oc2ccc(NC(=O)C3CCCCC3)cc2C(=O)N([C@H](C)CO)C[C@H]1C	1.3
COc1cccc(-c2ccc3c(c2)O[C@H](CN(C)C(C)=O)[C@@H](C)CN([C@H](C)CO)S3(=O)=O)c1	0.2
CO[C@H]1CN(C)C(=O)c2cc(NC(=O)c3ccc(F)cc3)ccc2OC[C@@H](C)N(C)C[C@@H]1C	0.0
CN(C)C(=O)C[C@H]1C[C@@H]2c3cc(NC(=O)c4cccnc4)ccc3O[C@@H]2[C@H](CO)O1	-0.5
CS(=O)(=O)N[C@@H]1C[C@@H]2O[C@@H](CO)CC[C@@H]2O[C@@H]1CCc1ccc(/C=C/c2ccccc2)cc1	0.1
O=C(C[C@@H]1CC[C@@H]2[C@H](COC[C@@H](O)CN2Cc2cccc(-c3ccncc3)c2)O1)N1CCOCC1	-1.2
COc1ccc(OC(=O)N(C)C[C@H]2OCc3cn(nn3)CCCC(=O)N([C@@H](C)CO)C[C@H]2C)cc1	0.6
[N-]=[N+]=NCc1ccccc1C[C@@]1(C(=O)N2CCOCC2)N=C(c2ccc(OCCCO)cc2)O[C@@H]1c1ccccc1	-0.1
O=C(Nc1ccc(F)cc1)C(CCc1ccccc1)N1CCN(CC(=O)N2CCCC2)CC1 (configuration not stated)	1.2
O=C(C1CC1)N1CC(=O)N2[C@H](CO)[C@@H](c3ccc(-c4cccnc4)cc3)[C@H]2C1	-0.5
C[C@H]1CN([C@@H](C)CO)C(=O)c2cc(NC(=O)Nc3ccc(C(F)(F)F)cc3)ccc2O[C@@H]1CN(C)C(=O)Nc1ccc(F)cc1	-1.3
Cc1ccc(S(=O)(=O)N2CC[C@@H]3[C@H](CO)Nc4ccc(Br)cc4[C@@H]32)cc1	-1.5
COCC#Cc1cnc2c(c1)C(=O)N([C@H](C)CO)C[C@@H](C)[C@H](CN(C)C(=O)Nc1c(C)noc1C)O2	1.0
C[C@@H]1CN([C@H](C)CO)S(=O)(=O)c2ccc(C3=CCCC3)cc2O[C@@H]1CN(C)C(=O)c1cnccn1	0.6
CCNC(=O)Nc1ccc2c(c1)C(=O)N(C)[C@@H]1CC[C@H](CC(=O)N[C@@H](C)c3ccccc3)O[C@@H]1CO2	-1.1
C[C@H](NC(=O)C[C@@H]1C=C[C@@H](NC(=O)C2CCOCC2)[C@H](CO)O1)c1ccccc1	0.4
C[C@@H]1CN([C@H](C)CO)C(=O)c2cc(NS(=O)(=O)c3ccc(Cl)cc3)ccc2O[C@H]1CN(C)S(=O)(=O)c1cccs1	0.5
CCNC(=O)C[C@@H]1CC[C@@H]2[C@@H](COc3ccc(NC(=O)Nc4cccc(F)c4)cc3C(=O)N2C)O1	-0.6

Reprinted at random: 2 records from the list
SMILES	TcdB GH inh
[N-]=[N+]=NCc1ccccc1C[C@@]1(C(=O)N2CCOCC2)N=C(c2ccc(OCCCO)cc2)O[C@@H]1c1ccccc1	-0.1
CC(=O)N1CC2(C1)[C@H](c1ccc(-c3ccc(C#N)cc3)cc1)[C@H](CO)N2C(C)=O	-0.1

(continued)
SMILES	TcdB GH inh
CN(C)C(=O)c1cccc(-c2ccc3n(c2=O)C[C@H]2[C@H](CO)[C@@H](C(=O)NCC4CC4)N[C@@H]32)c1	0.8
CCC(=O)Nc1ccc2c(c1)OC[C@@H](C)N(C(=O)c1ccncc1)C[C@H](C)[C@H](OC)CN(C)C2=O	-0.1
C[C@@H]1CN([C@H](C)CO)S(=O)(=O)c2ccc(C3=CCCCC3)cc2O[C@@H]1CN(C)C(=O)c1ccccc1	1.1
C/C=C/c1ccc([C@@H]2[C@H](CO)N3CCCCN(C(=O)Nc4cc(F)ccc4F)C[C@@H]23)cc1	0.5
CN(C)C(=O)C[C@@H]1CC[C@H]2[C@@H](COc3ccc(NC(=O)Nc4cccc(Cl)c4)cc3C(=O)N2C)O1	0.8
CN(C)C(=O)C[C@H]1CC[C@H]2[C@H](COc3ccc(NC(=O)Nc4cccc(Cl)c4)cc3C(=O)N2C)O1	-0.5
COC(=O)C[C@H]1CC[C@@H]2[C@@H](COc3ccc(NC(=O)Nc4ccc(C)cc4)cc3C(=O)N2C)O1	2.2
CC(C)NC(=O)N(C)C[C@H]1Oc2c(NC(=O)CCCCCC(=O)Nc3ccccc3N)cccc2C(=O)N([C@H](C)CO)C[C@@H]1C	0.8
COc1cccc(S(=O)(=O)N[C@@H]2C=C[C@H](CC(=O)NC3CCC3)O[C@@H]2CO)c1	1.1
CCCNC(=O)C[C@H]1CC[C@@H]2[C@H](COc3ccc(NC(=O)Nc4ccccc4F)cc3C(=O)N2C)O1	1.9
CCS(=O)(=O)N1CCC2(CC1)CN(C(=O)Nc1c(C)noc1C)[C@@H](CO)c1c2c2ccc(OC)cc2n1C	-2.5
COc1ccccc1-c1cccc(-c2nc(C(=O)Nc3nccs3)cc3c2[C@H](CCO)N(C(=O)CC2CC2)C3)c1	-2.4
CN1CCCCN2[C@H](C1)[C@H](c1ccc(-c3ccc(F)cc3)cc1)[C@@H]2CO	0.0
CO[C@@H]1CN(C)C(=O)c2cc(NS(=O)(=O)c3ccc(Cl)cc3)ccc2OC[C@@H](C)NC[C@@H]1C	0.3
C[C@H]1CN([C@@H](C)CO)C(=O)c2c(c3ccccc3n2C)-c2ccccc2CO[C@@H]1CN(C)S(=O)(=O)c1ccccc1C#N	0.2
Cc1ccc(F)cc1S(=O)(=O)N[C@@H]1CCN(Cc2ccc(-c3ccccc3)cc2)C1	-1.1
COCC(=O)N1[C@H](CO)[C@H](c2ccccc2)C12CN(C(=O)c1ccc(F)cc1)C2	-0.4
CCCC(=O)Nc1ccc2c(c1)OC[C@H](C)NC[C@H](C)[C@@H](OC)CN(C)C2=O	0.2
COCCNC(=O)C[C@@H]1C[C@H]2c3cc(NC(=O)Nc4ccccc4)ccc3O[C@H]2[C@H](CO)O1	-1.3
CC(C)(C)[S@@](=O)N1Cc2cc(C(=O)NCCN3CCCC3)nc(-c3cccc(-c4ccc(C#N)cc4)c3)c2[C@H]1CCO	0.2
CCCC(=O)Nc1ccc2c(c1)C(=O)N(C)[C@H]1CC[C@H](CC(=O)Nc3ccc(C)cc3)O[C@@H]1CO2	0.4
COc1ccc2c3c([nH]c2c1)[C@H](CO)N(C(=O)Cc1ccccc1)CC31CN(C(=O)Cc2ccccc2)C1	0.0
COc1ccc(CN(C)C[C@@H]2OCCCC[C@@H](C)Oc3ccc(NS(=O)(=O)c4ccc(C)cc4)cc3C(=O)N([C@H](C)CO)C[C@@H]2C)cc1	0.5
C[C@@H]1CCCCO[C@H](CN(C)C)[C@H](C)CN([C@@H](C)CO)C(=O)c2cc(NC(=O)Nc3ccccc3)ccc2O1	1.1

Screening results as filed in PubChem.
